# Tn7 DDE FP = inhibitors of Tn7 peptide binding to fibrin DD(E), primary screen, biochemical, fluorescence polarization, human fibrin, Tn7 probe; Fibrinogen beta chain (Homo sapiens), P02675; 370,000 tested, 0.13% active; FP displacement of FITC-Tn7 peptide from fibrin DD(E); 0% = median of compound wells per plate; inhibition, % at 8.3 µM;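 active = inhibition above the mean of compounds falling within the control limits plus 3 SD of them, cut at about 14% in these data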;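 also: 0% = plate median of compound wells and 100% = 10 µM Aha-Tn7 peptide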
#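 Also added: labelled Tn7 tracer, 0.1 µM; Assay system: human fibrin DD(E) protein; Amount: 2 µM fibrin DD(E); Schedule: 10 min compound pre-incubation, 3 h probe incubation at room temperature; Repeats: one replicate per compound; Read-out basis: percent inhibition; Measured by: fluorescence polarization of the labelled Tn7 tracer.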
# TCR CD3 inh = inhibitors of human TCR-CD3 interaction, primary screen, biochemical, fluorescence, TAMRA-labeled TCR probe; inhibition, % at 9.4 µM; 360,000 tested, 0.37% active; AID 651800, 2012; in the data active = inhibition above about 19%;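 also: recombinant mutant TCR 2C K166C tagged with TAMRA read by polarization; 0% = receptor in buffer alone and 100% = receptor with positive control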
# PRMT1 FP inh = PRMT1 methyltransferase inhibitors, primary screen, biochemical, fluorescence polarization; 370,000 tested, 1.3% active; inhibition, % at 2.79 µM; AID 652257, 2013; Protein arginine N-methyltransferase 1 (Homo sapiens), Q99873; recombinant PRMT1, activity-based probe fluorescence polarization;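 active = inhibition above about 21% made by adding two undisclosed values, limit read from the data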
# KLK7 zymogen act = proKLK7 zymogen activators, primary screen, biochemical, fluorescence intensity. purified proKLK7, EDANS-DABCYL substrate fluorescence; 100% is mature enzyme control, 0% vehicle. activation, % at 7 µM. AID 652039, 2013. 370,000 tested, 0.9% active. Kallikrein-7 (Homo sapiens), P49862;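 active = activation above the mean of all tested compounds plus 3 SD, computed per campaign excluding outliers beyond control limits, cut at about 13% in these data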
# Target sequence (P49862 whole entry, looked up): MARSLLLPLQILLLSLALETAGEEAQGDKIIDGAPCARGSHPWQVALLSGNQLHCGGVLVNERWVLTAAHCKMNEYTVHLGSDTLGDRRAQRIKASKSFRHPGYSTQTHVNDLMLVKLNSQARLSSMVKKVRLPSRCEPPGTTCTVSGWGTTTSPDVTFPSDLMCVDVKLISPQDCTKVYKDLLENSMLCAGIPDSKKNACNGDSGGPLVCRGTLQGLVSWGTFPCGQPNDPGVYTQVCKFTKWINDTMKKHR
# TDP2 inh = human TDP2 enzyme inhibitors, primary screen, biochemical, epi absorbance, recombinant enzyme; T5PNP hydrolysis, p-nitrophenol absorbance 415 nm; inhibition, % at 12.8 µM; 370,000 tested, 0.34% active;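 active = inhibition above the mean of all tested compounds plus 3 SD, set per campaign, cut at about 25% in these data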;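 also: 0% = DMSO with enzyme and 100% = buffer with substrate but no TDP2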
# Target sequence (O95551 whole entry, looked up): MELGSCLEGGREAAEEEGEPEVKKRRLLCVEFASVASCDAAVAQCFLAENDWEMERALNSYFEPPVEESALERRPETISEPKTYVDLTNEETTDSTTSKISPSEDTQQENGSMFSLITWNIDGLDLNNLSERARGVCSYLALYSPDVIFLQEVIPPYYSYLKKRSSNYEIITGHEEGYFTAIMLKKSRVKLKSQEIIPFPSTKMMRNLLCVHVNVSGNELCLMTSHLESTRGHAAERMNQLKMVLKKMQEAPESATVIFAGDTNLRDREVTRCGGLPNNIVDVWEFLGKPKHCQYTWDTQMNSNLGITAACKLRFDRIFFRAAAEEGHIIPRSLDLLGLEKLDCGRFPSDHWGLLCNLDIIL
#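 Evaluation: % inhibition relative to enzyme-containing and enzyme-free wells. Material: recombinant human TDP2. Benchmarks: enzyme-free and DMSO wells. Timing: enzyme reaction with compound for 2 h at 37 °C. Compound dosing: 12.8 µM only. Measured by: p-Nitrophenol epi absorbance. Reagent: T5PNP substrate at 5 mM, a TopII-DNA adduct mimic. Replication: single well per compound.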
# LEDGF integ inh = blockers of LEDGF/p75-dependent integrase strand transfer – biochemical, TR-FRET, high throughput, primary screen; 370,000 tested, 0.64% active; TR-FRET IN-LEDGF/p75 DNA integration, Eu/Cy5; inhibition, % at 3.7 µM; HIV-1 integrase (with human LEDGF/p75);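 active = inhibition above the screen-wide mean plus 3 SD, cut at about 13% in these data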;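 also: signal is the Cy5 over europium emission ratio at 671 and 618 nm; 0% = plate median of compound wells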
# Tn6 DDE FP = inhibitors of Tn6 peptide binding to fibrin DD(E), primary screen, biochemical, fluorescence polarization, human fibrin, Tn6 probe; Fibrin DD(E) TRITC-Tn6 fluorescence polarization displacement; inhibition, % at 8.3 µM; 370,000 tested, 0.21% active; Fibrinogen beta chain (Homo sapiens), P02675;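 active = inhibition above a per-campaign cutoff: mean of compounds within control limits plus 3 SD, cut at about 15% in these data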;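 also: 0% = median of all compound wells on the plate and 100% = blocking peptide control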
# MBD2 inh = inhibitors of MBD2 binding to methylated DNA, primary screen, biochemical, TR-FRET, DNA-binding domain, human | Methyl-CpG-binding domain protein 2 (Homo sapiens), Q9UBB5 | MBD2 binding to methylated oligonucleotide | inhibition, % at 4.4 µM | 370,000 tested, 0.31% active; in the data active = inhibition above about 13%
# Target sequence (Q9UBB5 whole entry, looked up, the tested form may be a part): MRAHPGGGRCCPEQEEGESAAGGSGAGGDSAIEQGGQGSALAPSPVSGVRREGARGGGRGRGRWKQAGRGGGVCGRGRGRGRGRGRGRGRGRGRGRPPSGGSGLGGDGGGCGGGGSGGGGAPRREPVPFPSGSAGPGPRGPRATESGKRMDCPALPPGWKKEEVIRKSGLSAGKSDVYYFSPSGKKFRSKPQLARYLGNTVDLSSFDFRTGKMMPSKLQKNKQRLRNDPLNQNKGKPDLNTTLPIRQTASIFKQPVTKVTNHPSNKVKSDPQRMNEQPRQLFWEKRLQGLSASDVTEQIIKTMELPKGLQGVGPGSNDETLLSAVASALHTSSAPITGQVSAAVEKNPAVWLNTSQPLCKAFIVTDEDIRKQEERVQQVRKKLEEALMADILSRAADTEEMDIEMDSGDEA
# SIAE primary = human SIAE inhibitors, primary screen, biochemical, fluorescence polarization, FP-Rh probe, 1536-well HTS; Sialate O-acetylesterase (Homo sapiens), Q9HAT2; SIAE FP-Rh probe binding; inhibition, % at 9.66 µM; 370,000 tested, 0.69% active;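 active = inhibition above a cutoff: mean of compounds within the control limits plus 3 SD of those, cut at about 17% in these data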;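 also: 0% = plate median of compound wells and 100% = probe without SIAE protein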
# UHRF1 MBD2 ctr = UHRF1 methylated DNA binding inhibitors, primary screen, counter-screen for MBD2 inhibitor project, biochemical, TR-FRET, human UHRF1, single concentration; 370,000 tested, 0.75% active; AID 687016, 2013; UHRF1 binding to methylated oligo; inhibition, % at 4.4 µM; E3 ubiquitin-protein ligase UHRF1 (Homo sapiens), Q96T88; in the data active = inhibition above about 21%;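 also: UHRF1 SRA domain binding a hemimethylated CpG hairpin DNA probe; 0% = median of test compound wells and 100% = reference inhibitor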
# An asterisk follows results filed as active; x = not tested or not shown. Hits appear at their usual frequency (roughly 4.6% active in at least one column).
SMILES,Tn7 DDE FP,TCR CD3 inh,PRMT1 FP inh,KLK7 zymogen act,TDP2 inh,LEDGF integ inh,Tn6 DDE FP,MBD2 inh,SIAE primary,UHRF1 MBD2 ctr
CCCC(CCC(=O)Nc1cccc([N+](=O)[O-])c1)C(=O)O (configuration not stated),3,-1,0,0.5,5,1,1,-7,5,-1
O=C(COC(=O)/C=C/c1nc2ccccc2s1)Nc1cccc(Cl)c1Cl,2,-1,-1,0.2,13,-2,0,1,0,0
CC(C)NC(=O)c1ccc2c(c1)nnn2C,-4,8,-1,-1.2,9,5,1,-4,5,0
C=C(C)COc1ccc2c(C)c(C)c(=O)oc2c1OCC(=C)C,-2,4,-1,0.9,6,1,7,0,-2,3
CC(=O)OCC(=O)c1c[nH]c2ccccc12,2,0,-5,0.0,-6,0,0,-3,0,-2
CCCCn1nnnc1SCC(=O)Nc1ccc(C)cc1,4,0,1,0.0,5,3,-1,-6,-4,1
Cc1cccc(NS(=O)(=O)c2ccc(Cl)cc2)n1,-4,6,-2,1.9,1,4,-5,-2,14,-2
CC(=O)N1c2ccccc2[C@@H](C)[C@@H]1C,-2,7,-1,0.0,-3,-3,11,1,4,1
COc1ccc(-c2ccc(-c3nnc(Cc4ccc(OC)c(OC)c4)o3)cc2)cc1,0,-4,2,-0.9,-3,0,-3,4,0,1
CCOC(=O)c1ccc(N(CC(=O)NC2CCCC2)C(=O)CNC(=O)c2ccco2)cc1,-8,3,1,0.0,3,-2,-1,-5,-1,1
Cc1ccc(S(=O)(=O)N2CCCC(c3nc4c(nnn4Cc4ccc5c(c4)OCCO5)c(=O)[nH]3)C2)cc1 (configuration not stated),-3,1,1,0.1,-5,-2,-2,2,0,0
O=C1C2CC=CCC2C(=O)N1c1ccc(NCCc2ccccc2)c([N+](=O)[O-])c1 (configuration not stated),-3,3,-1,-0.1,7,0,5,0,0,13
CCC(=O)NC(=Nc1nc2ccccc2s1)NC(=O)CC,-6,6,0,-0.7,-9,1,6,2,2,1
Cc1ccc(C(=O)N[C@H](C(=O)N2CCN(c3ccccc3F)CC2)C(C)C)cc1,-3,-8,-1,-0.1,-2,1,1,4,-7,3
CC(=O)CSc1ncnc2scc(-c3ccc(F)cc3)c12,-1,3,-2,0.0,-11,-2,-3,-1,1,-2
Nn1c(SCC(=O)NC2CCCCCC2)nnc1-c1ccco1,11,-3,4,-0.5,-4,1,3,0,2,2
COc1ccc(C(O)c2nc3ccccc3n2C)cc1OC (configuration not stated),-1,-5,1,0.4,-10,-3,1,1,-5,1
CCCn1nnc2sc3c(c2c1=O)CCC(C)C3 (configuration not stated),4,12,-1,-0.4,8,-2,-1,-2,4,-1
CC(=O)c1cccc(NC(=O)NC(C)c2ccc3c(c2)OCO3)c1 (configuration not stated),-5,8,-2,-0.8,10,-1,-4,-2,-7,-4
CCCCCCCCN1C(=O)[C@@H](CC(=O)N2CCCC2)C[C@@]2(C(=O)OC)C1=C[C@H](COCc1ccccc1)O[C@@H]2C,-3,x,2,0.7,-1,1,0,2,1,-1

# Taken from above.
# For TDP2 inh, `O=C1C2CC=CCC2C(=O)N1c1ccc(NCCc2ccccc2)c([N+](=O)[O-])c1` (configuration not stated) is entered as 7
# For PRMT1 FP inh, `CC(C)NC(=O)c1ccc2c(c1)nnn2C` is entered as -1

# More compounds.
SMILES,Tn7 DDE FP,TCR CD3 inh,PRMT1 FP inh,KLK7 zymogen act,TDP2 inh,LEDGF integ inh,Tn6 DDE FP,MBD2 inh,SIAE primary,UHRF1 MBD2 ctr
CC(OC(=O)c1ccc2c(=O)n3c(nc2c1)CCC3)C(=O)Nc1ccc(C(N)=O)cc1 (configuration not stated),-4,5,2,-0.4,4,1,1,0,-1,0
O=C(NCC(=O)N(CC1CCCO1)C(C(=O)NC1CCCC1)c1ccc(F)cc1)c1ccco1 (configuration not stated),-4,3,-1,-0.2,6,-1,-2,2,2,-1
O=C(OCC1OC2OC3(CCCCC3)OC2C2OC3(CCCCC3)OC12)c1ccccc1 (configuration not stated),2,6,-3,-0.7,3,-2,3,0,-7,1
O=C(CSc1n[nH]c(-c2ccccc2Br)n1)NCCN1C(=O)CSC1=O,0,4,6,-0.3,6,0,13,-1,-3,-1
CCOc1ccccc1NC(=O)Cn1nnc(C(=O)Nc2ccc(C)cc2)c1N,3,-3,-3,0.3,3,1,3,-5,14,5
Cc1ccsc1/C=N/N1CCOCC1,2,5,1,-0.1,0,-7,-3,0,-1,1
Fc1ccc(Cn2cc(C(=S)N3CCOCC3)c3ccccc32)cc1,2,6,-2,0.3,7,4,2,0,7,10
CCOC(=O)C1CCN(S(=O)(=O)c2ccc(C)cc2)CC1,0,-3,1,-0.4,6,-2,-4,0,0,4
O=C1OC[C@@H]2CCCN2C(=O)[C@H](CC(=O)N(CCO)Cc2ccccc2)C/C=C\CC[C@@H]1Cc1ccc(F)cc1,1,4,-1,-0.3,-6,0,-1,0,6,2
COc1cccc(C(=O)N2CCN(Cc3nc(-c4ccoc4)oc3C)CC2)c1,-3,-2,-1,0.2,-3,1,5,-6,3,-1
CC1CCN(Cc2nc(-c3ccc(Cl)cc3)no2)CC1,7,0,5,-0.1,-2,-3,3,-2,-2,-1
Cc1cccc(C)c1NC(=O)CN(C)C(=O)c1cc(S(=O)(=O)N(C)C)ccc1N1CCCC1,5,3,-2,-0.2,1,3,10,-2,0,0
Cc1ccc(-c2nc3ncccc3o2)cc1NC(=O)c1cc2ccccc2o1,0,0,1,0.5,-15,-2,-7,-4,-6,0
Cc1cc(/C=C(\C#N)C(=O)O)c(C)n1CC1CCCO1 (configuration not stated),3,0,3,-0.1,-8,-1,-5,-4,2,-2
CC1(C(=O)N(CC(=O)NC2CCCC2)Cc2ccc(Cl)cc2)CC(=O)N=C2C=CC=CN21 (configuration not stated),-4,6,-7,6.6,-12,-2,5,-6,-3,-2
CCn1c(CCNC(=O)c2ccc(Cl)cc2Cl)n[nH]c1=S,-4,2,0,-0.1,3,-1,5,-4,5,3
CC1CC(=O)N(CC(=O)NCc2ccc(F)cc2)c2ccccc2S1(=O)=O (configuration not stated),1,-7,8,-0.6,-12,-3,-1,8,0,3
COc1ccc(N2C(=O)c3cccc4c(N(C)CCO)ccc(c34)C2=O)cc1,-2,5,29*,-12,-4,-2,-2,-8,-8,-18
CCOC(=O)c1cc(NC(=O)Nc2cc(C)ccn2)c(C)nc1C,-4,1,-3,-0.1,9,2,-6,-3,-25,-1
O=C(Cn1nc(-c2cccc([N+](=O)[O-])c2)c2ccccc2c1=O)Nc1cccnc1,-10,7,0,0.2,-13,1,-3,2,-6,-1
COc1ccc(NC(=S)NCc2ccc(F)cc2)cc1,-3,3,-3,-0.1,3,0,-2,2,2,-1
Cc1csc2ncc(C(=O)NCc3ccco3)c(=O)n12,-4,-3,3,-3.2,5,0,-7,4,-8,1
CC1CCCN(S(=O)(=O)c2ccc(NC(=O)C3CCN(C(=O)c4ccco4)CC3)cc2)C1 (configuration not stated),-4,12,-3,0.1,0,0,0,7,-1,-1
Cc1cc(Br)cnc1NC(=S)Nc1ccc(F)cc1F,-2,-1,-3,-0.5,16,1,7,-3,2,-4
O=C(N/N=C/C=C/c1ccc2c(c1)OCO2)C(O)c1ccccc1 (configuration not stated),-7,-4,3,3.9,5,1,1,-3,0,-5
CSC1=N/C(=C\c2ccccc2Cl)C(=O)N1N(C)C,-2,-1,3,0.1,1,2,6,-4,1,0
Nc1cccc(C(=O)OCC(=O)NC2CCCc3ccccc32)c1 (configuration not stated),3,4,-1,0.0,0,0,1,1,4,-1
Cc1ccc(C(=O)N/C(=C\c2ccc(-c3ccc(Cl)cc3)o2)C(=O)NCCCN(C)C)cc1,6,-3,2,-3.0,-2,-4,-6,1,-1,1
COC(=O)c1cc2c(c3c4cc(C)ccc4n(S(=O)(=O)c4ccc(C)cc4)c13)C(=O)N(C)C2,-6,-1,2,-0.1,-4,-3,2,1,0,-1
O=C(N/C(=C\c1ccc(Br)cc1)C(=O)N1CCCC1)c1ccccc1F,-3,3,2,-0.5,0,0,3,2,0,0
CCOc1ncccc1C(=O)NNC(=O)c1csc(N2CCOCC2)n1,-1,-12,1,-0.7,-6,-3,-5,7,1,1
CCN1C=C(C(=O)OC)C(c2cccc(C)c2)C(C(=O)OC)=C1,-4,-3,-2,40*,2,-1,-5,3,-3,0
COc1ccc(C(C(=O)NCC2CCCO2)N(C(=O)c2snc(C(N)=O)c2N)c2ccccc2C)cc1OC (configuration not stated),-6,4,-3,2.2,-3,4,4,-1,-8,0
O=C(Nc1ccc2nn(-c3ccccc3)nc2c1)c1ccco1,-3,3,0,-12,12,1,-2,2,-9,2
Cc1ccc(-n2nc(-c3ccco3)cc2C(=O)O)cc1,4,7,14,-0.2,1,9,11,10,-1,31*
NC(=O)[C@@H]1CC2(CC(c3cccc(NC(=O)COc4ccc(Cl)cc4)c3)=NO2)CN1C(=O)COc1ccc(Cl)cc1 (some centres not stated),3,27*,0,-0.8,-3,-3,0,1,-60,-1
COc1ccccc1NC(=O)c1oc2ccc(C)cc2c1C,5,-1,1,8.6,-4,-2,1,-3,-7,-1
COc1ccc(OC)c(NC(=O)CSc2nc(N3CCOCC3)nc(N3CCOCC3)n2)c1,-2,3,-2,-0.7,3,-1,6,3,1,-1
CN1/C(=C/C=C(/C#N)C(N)=O)C(C)(C)c2ccccc21,-5,-4,-3,1.0,-7,-2,3,-5,-6,0
CCc1cccc(Nc2c([N+](=O)[O-])cc(C(=O)N3CC(=O)Nc4ccccc43)cc2[N+](=O)[O-])c1,-3,-4,0,0.5,-9,-2,-8,-1,10,-2
CCOC(=O)[C@H]1[C@H]2COc3ccc(C)cc3[C@@H]2N2C(=O)CN(Cc3ccc(Cl)cc3)C(=O)[C@@]12C,2,-5,1,0.0,-2,1,-4,1,-3,4
CC(C)Oc1cccc(C(=O)Nc2ccc(CN3CCOCC3)cc2)c1,7,-4,5,-0.6,-7,0,-3,10,-10,5
